Source: PubChem BioAssay (several laboratories)
NS3 helicase inh: inhibitors of HCV NS3 helicase, primary screen, biochemical, Cy5 molecular beacon fluorescence; Hepatitis C virus NS3 helicase; actives 0.56% (n = 290,000); inhibition, % at 10.9 µM; NS3 helicase DNA unwinding;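 active means inhibition above the mean of all tested compounds plus 3 SD, set per campaign, cut at about 35% in these data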;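 further: 0% = DMSO wells and 100% = thioflavine S control wells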
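Compound dosing – single dose, 10.9 µM nominal final, DMSO 0.8% final · System – NS3 helicase fragment of HCV · Buffer or medium – MOPS pH 6.5, MgCl2, DTT, Tween20, BSA · Signal – Cy5 beacon fluorescence read at start and 1 h · Also added – annealed dual-labelled DNA beacon duplex, ATP-started · Schedule – 1 h at 25 °C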
MEKK2 mut-MEK5: MEK5 binding signal on mutant MEKK2 PB1, primary screen, biochemical, multiplex bead flow cytometry, Alexa488-MEK5; actives 0.35% (n = 290,000); AID 1530, 2009; percent response, % at 10 µM; Alexa488-MEK5 binding to MEKK2 mutant; in the data active means percent response above about 24%, passing the limit was not always enough; further: inactives centre near 1; some results filed as inactive read as strong as hits
MEKK2wt PB1 HTS: modulators of MEK5 binding to wildtype MEKK2, primary screen, biochemical, multiplex bead flow cytometry, Alexa488-MEK5; binding response (% of control), % at 10 µM; Alexa488-MEK5 binding to MEKK2 WT; actives lie on both sides; actives 1.1% (n = 290,000); Mitogen-activated protein kinase kinase kinase 2 (Homo sapiens), Q9Y2U5; in the data active means binding response below about 67% or above about 130%
NALP1 yeast inh: NALP1 inflammasome inhibitors in reconstituted yeast, colorimetric, S. cerevisiae, triplicate retest; S. cerevisiae NALP1/ASC/caspase-1 growth, X-gal OD620, 72 h; inhibition, % at 10 µM; actives 0.61% (n = 280,000); in the data active means inhibition mostly above about 24%, no sharp cut-off; inactive means mostly below about 32%; further: some compounds called inactive have numbers as strong as hits
SUMO HTRF inh: inhibitors of in vitro SUMOylation cascade, primary screen, biochemical, HTRF, uHTS; inhibition, % at 35 µM; actives 0.36% (n = 290,000); HTRF SUMOylation assay, SAE1/SAE2 + UBC9; SUMO-conjugating enzyme UBC9 (Homo sapiens), P63279; AID 2006, 2009; in the data active means inhibition above about 50%, passing the limit was not always enough; further: strong numbers were not always called active
Target sequence (P63279 whole entry, looked up): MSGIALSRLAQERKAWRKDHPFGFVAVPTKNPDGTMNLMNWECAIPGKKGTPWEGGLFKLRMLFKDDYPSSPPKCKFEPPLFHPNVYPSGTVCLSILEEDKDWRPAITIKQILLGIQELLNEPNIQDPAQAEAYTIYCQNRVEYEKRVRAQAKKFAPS
IMP-1 inh: IMP-1 metallo-beta-lactamase inhibitors, primary screen, biochemical, epi-absorbance readout, Pseudomonas aeruginosa enzyme. metallo-beta-lactamase IMP-1 (Pseudomonas aeruginosa). purified IMP-1, nitrocefin hydrolysis, epi-absorbance fluorescence. inhibition, % at 5.6 µM. actives 0.45% (n = 290,000);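 active means inhibition above the mean plus 3 SD of all compounds in the same screening run, cut at about 4.5% in these data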;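 further: 0% = IMP-1 with DMSO and 100% = DMSO wells lacking enzyme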
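Material – recombinant IMP-1 enzyme, purified · Amount – IMP-1 0.2 nM before substrate addition · Medium – HEPES buffer pH 7.1 with ZnSO4 and Brij 35 · Timing – 25 °C, 15 min preincubation, 25 min reaction · Measured by – plate fluorescence quenching by hydrolysis product, ex 480/em 530 nm · Read-out – percent enzyme inhibition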
FID counter: compounds displacing fluorescent DNA intercalator, primary screen, artefact control for HCV NS3 helicase inhibitor project, biochemical, FID fluorescence; DNA fluorescent intercalator displacement; inhibition, % at 7.9 µM; actives 0.17% (n = 290,000); AID 1845, 2009; in the data active means inhibition above about 37%;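 further: 0% = vehicle and 100% = reference compound; higher means more ethidium bromide displaced from hairpin DNA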
PfM18AAP inh: PfM18AAP inhibitors, malaria aminopeptidase, primary screen, biochemical, QFRET, recombinant enzyme; M18 aspartyl aminopeptidase (Plasmodium falciparum 3D7); H-Glu-NHMec fluorogenic cleavage; inhibition, % at 7.35 µM; actives 1.2% (n = 290,000);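 active means inhibition above the campaign mean inhibition over all tested compounds plus 3 SD, cut at about 28% in these data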;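 further: 0% = plate median of test compound wells and 100% = 2 mM ZnCl2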
VIM-2 inh: VIM-2 metallo-beta-lactamase inhibitors, primary screen, biochemical, epi-absorbance readout, Pseudomonas aeruginosa enzyme. purified VIM-2, nitrocefin hydrolysis, epi-absorbance fluorescence. inhibition, % at 5.6 µM. AID 1527, 2009. actives 0.89% (n = 290,000);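 active means inhibition above the mean of all tested compounds plus 3 SD, cutoff set per screening run, cut at about 7.5% in these data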;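 further: red hydrolysis product quenches plate fluorescence so inhibitors raise well fluorescence; 0% = enzyme with DMSO and 100% = DMSO without enzyme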
* hit, by the source's call; . = no result given; & = joins results of further samples. Only part of the results is shown; count on the stated rates, not on these rows.

SMILES	NS3 helicase inh	MEKK2 mut-MEK5	MEKK2wt PB1 HTS	NALP1 yeast inh	SUMO HTRF inh	IMP-1 inh	FID counter	PfM18AAP inh	VIM-2 inh
CCN1CCN(C(=O)COc2ccc(S(=O)(=O)Nc3ccc(Cl)cc3)cc2)CC1	-4	6	111	11	3	-1.3	12	-8	-1.1
COc1ccc(CCn2c(O)c(/C=N/N3CCOCC3)c(=O)[nH]c2=O)cc1OC	2	-3	100	-4	-7	-2.3	-16	1	-2.3
O=C1NC(=O)C(=Cc2ccc(Oc3ccc([N+](=O)[O-])cc3)cc2)C(=O)N1	8	-9	92	27	7	-2.1	3	12	-2.8
O=C(Cc1c(Cl)cccc1Cl)N1CCN(Cc2ccccc2)CC1	-5	-2	94	1	20	-1.1	-24	0	-1.4
CCCn1c(C(=O)c2ccccc2)nc2ccccc21	-8	-15	76	8	10	-1.3	-12	-2	-0.6
Cc1ccc(CNC2=NCCS2)cc1	5	-33	88	22	10	0.3	1	0	-0.3
COc1ccc(-n2c(-c3ccccc3)nc3ccccc3c2=O)cc1	-4	-32	88	2	14	-2.2	-18	3	-3.2
COc1cccc(NC(=O)[C@@H](NC(=O)N2C[C@H]3C[C@@H](C2)c2cccc(=O)n2C3)C(C)C)c1	-13	2	104	14	3	-3.0	-7	2	0.0
CCC1(c2ccccc2)C(=O)N(COC)C(=O)N(COC)C1=O	-1	4	104	-8	-16	-7.6	-2	0	-2.5
CCSc1nnc([C@@H](N)Cc2ccccc2)o1	3	10	100	5	2	-4.9	-7	6	-2.4
CCC(COC(=O)c1cc(OC)c(OC)c(OC)c1)(c1ccccc1)N(C)C (stereo not given)	-14	3&4	98&112	23	27	41*	3	-1	-5.5
CC/C(=N\NC(=O)c1ccccc1O)c1c(O)n(C2CCCCC2)c(=O)[nH]c1=O	-16	4	104	-6	4	-1.6	-18	10	-5.9
O=C1NC(=O)N(c2ccc(Cl)cc2)C(=O)/C1=C/c1coc2ccc(O)cc2c1=O	26	-26	86	.	16	-0.5	-17	22	-2.3
Cc1cc(CN(C)C)c(OC(=O)N(C)C)cc1C	-5	5	110	6	-20	-4.4	3	4	-2.1
COc1ccc(-c2nn(CCC#N)cc2C(=O)Nc2ccccc2Cl)cc1	2	16	113	-9	1	-3.2	-29	1	-0.8
Cc1nnc2ccc(N3CCN(C)CC3)nn12	8	2	102	10	29	-2.0	-4	-7	-2.9
COc1ccc(C(=O)OC2CC[C@@]3(C)C4CCC5[C@]6(O)CC(O)[C@@]7(O)C(CN8CC(C)CCC8[C@@]7(C)O)[C@]6(O)C[C@@]53O[C@]24O)cc1OC (stereo not given in full)	9	3	89	20	1	-3.4	4	-2	-1.9
CCN(CC)C(=O)COc1cc(C)cc2oc(=O)c3c(c12)CCCC3	7	6	104	-2	25	-2.9	-33	-6	1.6
Clc1ccc2[nH]c3c(c2c1)CCNC3	-8	15	123	-4	-4	-4.1	12	1	-2.0
O=C(Cc1cccs1)N1CCC2(CC1)OCCO2	-2	3	102	.	12	-5.8	0	-5	-0.5

One compound at a time, as listed above. Screens in order: NS3 helicase inh	MEKK2 mut-MEK5	MEKK2wt PB1 HTS	NALP1 yeast inh	SUMO HTRF inh	IMP-1 inh	FID counter	PfM18AAP inh	VIM-2 inh
CCN1CCN(C(=O)COc2ccc(S(=O)(=O)Nc3ccc(Cl)cc3)cc2)CC1 in the list: -4	6	111	11	3	-1.3	12	-8	-1.1
CCC(COC(=O)c1cc(OC)c(OC)c(OC)c1)(c1ccccc1)N(C)C (stereo not given) in the list: -14	3&4	98&112	23	27	41*	3	-1	-5.5
Cc1nnc2ccc(N3CCN(C)CC3)nn12 in the list: 8	2	102	10	29	-2.0	-4	-7	-2.9
CCSc1nnc([C@@H](N)Cc2ccccc2)o1 in the list: 3	10	100	5	2	-4.9	-7	6	-2.4

Following part.
SMILES	NS3 helicase inh	MEKK2 mut-MEK5	MEKK2wt PB1 HTS	NALP1 yeast inh	SUMO HTRF inh	IMP-1 inh	FID counter	PfM18AAP inh	VIM-2 inh
Cc1cc(NC(=O)COC(=O)c2c(C)nn(Cc3ccccc3Cl)c2Cl)no1	-1	-1	99	11	32	-4.9	-5	-7	-2.4
O=c1[nH]c(=O)n(Cc2ccco2)c(O)c1/C=N/N1CCCCC1	5	18	107	22	22	-2.3	-11	13	-1.6
CNC(=O)Oc1cccc2ccccc12	6	7	101	-3	9	-2.1	1	-4	-2.0
CCOc1ccc(CN2CCCC(C(=O)c3ccccc3OC)C2)cc1 (stereo not given)	2	4	111	10	-7	0.7	10	4	-1.0
CC(=O)N1N=C(c2c(O)n(C)c(=O)n(C)c2=O)CC1c1ccccc1 (stereo not given)	-4	5	100	-15	5	-2.7	-17	-4	-1.6
O=c1cccc2n1C[C@H]1C[C@@H]2CN2CCCC[C@@H]12	2	0	107	.	-26	-2.2	-2	-2	-2.2
COP(=O)(OC)C(NC(=O)c1ccc(C)cc1)C(Cl)(Cl)Cl (stereo not given)	-3	-13	86	-5	-2	1.6	5	-3	-3.3
CN(C)C1=NP(N(C)C)(N(C)C)=NC(c2ccccc2)=N1	-5	2	104	-8	5	-3.0	1	-1	-0.9
CCN1C(=O)C(=Cc2ccc(C)s2)C(=O)N(CC)C1=S	-1	-4	80	28	23	3.7	-2	-5	-2.0
CCCCn1c(O)c(/C(CC)=N/N2CCCCC2c2cccnc2)c(=O)[nH]c1=S (stereo not given)	7	0	102	21	-8	-2.7	-20	6	-4.4
Cn1cc(NC(=O)CCl)cn1	3	-5	100	-4	3	-3.6	1	1	-3.5
CCOc1ccc(-n2c(O)c(C=NCCN3CCNCC3)c(=O)[nH]c2=O)cc1	9	-1	93	6	6	-4.6	2	2	-2.2
CCC1CCCCN1P(=O)(c1ccc(C)o1)C(C)(C)C (stereo not given)	7	-2	99	12	13	-4.5	-25	5	-2.4
CCN(C(=O)Oc1ccccc1)c1ccc(C(O)(C(=O)OC)C(F)(F)F)cc1 (stereo not given)	1	-1	99	9	-11	-2.4	-28	7	-0.9
COc1ccc(-n2c(CNCCc3ccc(C)cc3)nc3ccccc3c2=O)cc1	-4	6	116	9	9	-4.4	-4	-4	-2.4
CCOC(=O)C1(CCc2ccccc2)CCN(Cc2cccc3c2OCO3)CC1	-17	15	115	-3	0	-2.5	12	7	-3.4
Cc1cc([N+](=O)[O-])c2ccccc2[n+]1[O-]	1	1	98	.	18	-3.7	-8	8	-0.9
CCOC(=O)c1c(C)n(Cc2ccccc2)c2ccc(OCC(O)Cn3nc(C)cc3C)cc12 (stereo not given)	-9	0	97	-15	-22	-3.9	-29	7	-4.0
OC12ONC(c3ccccn3)C1N1CCC2CC1 (stereo not given)	-15	-6	88	21	25	-0.3	1	1	-2.8
O=P(O)(O)C12CC3CC(CC(C3)C1)C2	-5	-7	93	-3	1	-1.7	-1	-7	5.2
CC(=O)c1ccc2c(c1)C1C(Cl)C(Sc3ccccc3[N+](=O)[O-])CC1C(c1ccccc1[N+](=O)[O-])N2 (stereo not given)	18	10	101	-105	57	1.4	-4	19	-1.5
O=C1NC(=O)C(CCc2ccncc2)(Cc2ccc([N+](=O)[O-])cc2)C(=O)N1	3	0	107	18	-5	-2.6	-1	-12	3.5
Cc1ccc(-n2c(O)c(C=NCc3ccccn3)c(=O)[nH]c2=S)cc1	3	2	106	2	21	-2.7	-12	6	-1.8
OC(CN1CCCCC1)c1c[nH]c2ccccc12 (stereo not given)	-6	8	109	-8	-8	-3.8	-10	-5	-0.6
O=Cc1cn(Cc2ccccc2[N+](=O)[O-])c2ccccc12	5	-1	99	25	-12	-3.5	1	-10	-2.1
O=S(=O)(c1ccccc1)N1CC1c1ccccc1 (stereo not given)	1	-2	100	-8	-5	-1.4	-4	-11	0.7
Cc1ccc(NC(=O)[C@@H](NC(=O)N2C[C@H]3C[C@@H](C2)c2cccc(=O)n2C3)C(C)C)cc1	4	5	105	8	-4	-2.5	-11	-12	-1.2
Cc1cc(S(=O)(=O)NCc2ccccc2)ccc1OCC(=O)N1CCN(C)CC1	-3	2	107	2	-4	0.9	4	-13	-3.5
Cc1cc2c(C(F)(F)F)cc(=O)oc2c2c1NCCC2	2	2	104	9	18	-4.8	0	3	-3.7
CCn1cc(C=C2C(=O)NC(=O)NC2=O)c2ccccc21	9	-2	100	5	5	2.4	-5	42*	7.6
COc1cc(/C=C(/C)[N+](=O)[O-])ccc1OCc1ccccc1Cl	-2	-4	91	84	2	-1.4	-5	30*	-4.1
C=CCn1c(O)c(C(CC)=Nc2ccc(NC(C)=O)cc2)c(=O)[nH]c1=O	-4	-1	101	-3	-1	-3.1	-2	13	-2.8
C=CCn1c(O)c(C(CC)=NC2CC2)c(=O)[nH]c1=O	3	0	104	-2	29	-3.0	-3	3	0.9
COc1ccc(C(=O)N2CCOCC2)cc1S(=O)(=O)N1CCC(C)CC1	-1	-1	99	.	6	0.5	-5	3	-3.4
Clc1ccc(NC2=NCCCS2)cc1Cl	-7	5	111	7	-9	-1.5	-4	-4	-1.0
COc1ccc(CCN(C)Cc2c(F)cccc2F)cc1OC	2	5	107	-10	14	-3.1	3	-1	-3.5
Cc1cc(S(=O)(=O)NCC(C)C)ccc1OCC(=O)N1CCN(Cc2ccccc2)CC1	-3	11	109	17	-6	-3.2	-28	-3	-2.3
O=C(Cc1ccccc1)N1CCN(Cc2cccc(Cl)c2)CC1	-2	-2	97	12	2	1.4	-11	-3	-0.6
O=C(CCC(=O)N1CC2C[C@@H](C1)Cn1c2cccc1=O)NCCc1ccccc1F	-11	1	105	-6	4	-2.3	-4	-3	-0.1
CC(O)CNc1ccc([N+](=O)[O-])c2cccnc12 (stereo not given)	5	-2	98	30	-2	-2.9	-2	4	-3.4
COC(=O)c1cc2c(s1)=NC=NP=2(N1CCOCC1)N1CCOCC1	-6	3	101	6	28	-2.2	-2	1	-0.2
O=S(=O)(NC1CN2CCC1CC2)c1ccc(Cl)cc1 (stereo not given)	10	1	100	7	13	-5.4	1	-2	-2.9
CCOC(C(=O)OCCCN(CC)CC)(c1ccccc1)c1ccccc1	-7	5	103	16	12	-2.5	25	-9	-2.5
Cc1nc2ccccc2c(=O)n1-c1cc([N+](=O)[O-])cc([N+](=O)[O-])c1	0	8	104	2	-1	-2.1	5	5	-0.3
Cc1c(N=Nc2c(O)n(C)c(=O)n(C)c2=O)c(=O)n(-c2ccccc2)n1C	2	0	100	16	-2	-4.9	5	-7	-2.4
CN1/C(=C\C=C2C(=O)NC(=O)NC2=O)C(C)(C)c2ccccc21	8	-9	103	-4	2	1.8	-19	18	-0.3
